BAZ2B block: BAZ2B (human) inhibition. 360,000 compounds, 4.4% hits. Potency, µM (highest dose often 114 µM), for inactives: at the top dose activity change, negative = inhibition, most hits filed as inhibitors. Q9UIF8. AlphaScreen BAZ2B-H3K14Ac peptide displacement; further: potency means the concentration at half of the fitted maximal effect; on the % scale 0 is the no-effect control and ±100 the full control effect; nearly all actives have a fitted effect of over 60% in size
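Inhibition is scored as reduced AlphaScreen emission. The BAZ2B/b-H3(5-23)K14Ac complex (50 nM each) in PBS pH 7.4, 0.01% Tween-20 meets compound (up to 110 uM) for 30 min at RT before bead addition.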
RGS4 inh: human RGS4 inhibition; P49798; Transcreener GDP fluorescence polarization, RGS4-accelerated GTP hydrolysis; Potency, µM (series often up to 114 µM), inactives show at the top dose activity change, negative = inhibition, usual class: inhibitors; 390,000 compounds, 0.039% hits; further: potency means the concentration at half of the fitted maximal effect; on the % scale 0 is the no-effect control and ±100 the full control effect; nearly all actives have a fitted effect of over 75% in size; some results filed as inactive show a strong effect at the top dose
Target sequence (P49798 whole entry, looked up): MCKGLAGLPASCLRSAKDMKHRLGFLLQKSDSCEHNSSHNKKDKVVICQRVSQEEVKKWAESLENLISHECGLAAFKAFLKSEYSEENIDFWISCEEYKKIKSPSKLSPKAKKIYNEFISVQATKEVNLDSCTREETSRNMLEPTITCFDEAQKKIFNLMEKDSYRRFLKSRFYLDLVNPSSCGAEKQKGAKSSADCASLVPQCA
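MLSMR compounds (23 nl, pin-transferred) preincubated 10 min at room temperature with a 500nM (2x) first reagent, then RGS4 at 900nM (2x) plus Transcreener GDP mix added; fluorescence polarization (620/688 nm) read before and after 90 min at 30 °C.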
12-LOX inh: inhibitors of human 12S-lipoxygenase ALOX12. 580,000 compounds, 1.1% hits. purified 12hLO, xylenol orange hydroperoxide absorbance. Potency, µM (series often up to 108 µM), without a hit: at the top dose activity change, negative = inhibition, hits mostly inhibitors. P18054; further: potency means the concentration at half of the fitted maximal effect; on the % scale 0 is the no-effect control and ±100 the full control effect
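Purified human 12hLO (150 nM final) in 25 mM Hepes, 0.01% Triton X-100, pH 7.0 was preincubated 15 min at room temperature with compound. Then 40 uM arachidonic acid was added, 30 min. Hydroperoxide was read by Fe-XO absorbance ratio 573/405 nm.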
GLS inh: glutaminase GLS (human) inhibition | O94925 | 410,000 compounds, 0.21% hits | GLS enzymatic activity, qHTS titration | AID 624170 | Potency, µM (series often up to 45.5 µM), inactives show top-dose activity change, negative = inhibition, actives largely listed as inhibitors; further: potency means the concentration at half of the fitted maximal effect; on the % scale 0 is the no-effect control and ±100 the full control effect
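Enzyme dispensed in phosphate buffer (45 mM, pH 8.2, 0.02% Tween-20), compounds pinned in, then 1 mM L-glutamine solution and the glutamate oxidase–HRP–Amplex Red mix added; fluorescence read immediately and again after 30 min at room temperature.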
PI4K2A inh: PI4K2A (human) kinase inhibition. activity change, negative = inhibition, % at 76.9 µM. 420,000 compounds, 0.13% hits. AID 1346378. Q9BTU6. purified PI4K2A, ADP-Glo luminescence, 1 h; active compounds read low; in the data active means activity change below about -50%; inconclusive means mostly about -30% to -49%;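 further: -100% = wells without enzyme as full effect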
Target sequence (Q9BTU6 whole entry, looked up): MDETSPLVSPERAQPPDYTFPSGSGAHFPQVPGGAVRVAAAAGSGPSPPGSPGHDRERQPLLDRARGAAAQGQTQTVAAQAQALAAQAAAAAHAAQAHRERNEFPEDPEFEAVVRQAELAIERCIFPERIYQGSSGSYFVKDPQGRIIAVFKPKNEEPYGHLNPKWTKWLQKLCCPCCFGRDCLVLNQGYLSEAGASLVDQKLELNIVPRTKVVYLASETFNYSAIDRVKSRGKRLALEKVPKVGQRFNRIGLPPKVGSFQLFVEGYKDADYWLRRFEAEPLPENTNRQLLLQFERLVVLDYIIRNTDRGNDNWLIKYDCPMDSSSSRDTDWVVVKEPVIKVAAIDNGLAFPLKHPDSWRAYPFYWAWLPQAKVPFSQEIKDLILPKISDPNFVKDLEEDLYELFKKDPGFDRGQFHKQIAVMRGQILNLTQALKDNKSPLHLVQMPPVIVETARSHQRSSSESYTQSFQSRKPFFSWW
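PI4K2A activity was measured by ADP-Glo luminescence: enzyme (4 ug/mL stock) and phosphatidylinositol (1.2 mM stock) in Tris pH 7.5/MgCl2/EGTA/Triton X-100 buffer were reacted with ATP (300 microM stock) for one hour at ambient temperature.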
HP1b binding inh: blocks HP1-beta chromodomain binding to methylated histone tails; 390,000 compounds, 0.56% hits; P83916; AlphaScreen HP1-beta / biotin-H3K9me3 peptide binding; Potency, µM (series often up to 114 µM), without a hit: at the highest dose activity change, negative = inhibition, actives largely listed as inhibitors; further: potency means the concentration at half of the fitted maximal effect; nearly all actives have a fitted effect of over 70% in size; inactives centre near 23
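AlphaScreen: HP1-beta (50 nM) preformed 30 min with biotin-H3(1-18)K9me3 peptide (50 nM) in PBS pH 7.4, 0.01% Tween-20. Compound added for 30 min at RT, then streptavidin donor/nickel chelate acceptor beads (10 ug/mL) for 30 min.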
G9a inh: blocks human histone lysine methyltransferase G9a; Q96KQ7; 350,000 compounds, 8.8% hits; Potency, µM (titrated, usually from 102 µM), for the others: at the highest dose activity, negative = inhibition, most hits filed as inhibitors; G9a H3K9 monomethylation, AlphaScreen, 2 h; further: potency means the concentration at half of the fitted maximal effect; on the % scale 0 is the no-effect control and ±100 the full control effect; nearly all actives have a fitted effect of over 75% in size
Target sequence (Q96KQ7 913-1193 limits assumed): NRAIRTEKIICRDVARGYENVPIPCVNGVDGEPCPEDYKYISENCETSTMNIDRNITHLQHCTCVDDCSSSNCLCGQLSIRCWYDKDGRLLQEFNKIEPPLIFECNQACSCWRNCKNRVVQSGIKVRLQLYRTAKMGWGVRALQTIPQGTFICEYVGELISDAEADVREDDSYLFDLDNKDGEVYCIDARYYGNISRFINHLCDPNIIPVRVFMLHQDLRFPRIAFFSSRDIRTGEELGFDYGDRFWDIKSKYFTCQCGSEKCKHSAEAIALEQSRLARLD
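Chemiluminescent proximity detection of H3K9 monomethylation, read after 10 min bead incubation in the dark. Reaction: 20 nM G9a, 500 nM biotin-H3K9 peptide, 20 uM SAM cofactor, 2 h, room temperature, following 15 min enzyme-compound preincubation.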
ERG Ets-DNA blk: inhibitors of human ERG Ets domain-DNA interaction; P11308; fluorescence polarization, His-ERG Ets domain / labelled DNA; Potency, µM (highest dose often 76.9 µM), without a hit: at the top dose FP activity, negative = inhibition, hits mostly inhibitors; 370,000 compounds, 0.028% hits; AID 624246; active means well fitted inhibition curve with a large enough effect in the polarisation, with a control signal flat; inconclusive means small, poorly fitted or top-dose-only effect, or effect the other way, or a change in a side signal; inactive means no such curve, though single readings can be large or run the other way; the % refers to the polarisation;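 further: polarization taken with two DNA probes labelled with fluorescein and Texas red; potency means the concentration at half of the fitted maximal effect; % of control where 0% means no effect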
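His-tagged ERG Ets domain (1 uM in the protein solution; 300mM KCl, 50mM Tris-HCl, 1mM EDTA, 1mM DTT, pH 7.5) received compound, then a probe mix of 5 nM fluorescein-DNA and 100nM Texas-615-DNA. Fluorescence polarization was read for both dyes.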
JMJD2A Tudor: blocks the human JMJD2A Tudor domain; AlphaScreen JMJD2A-Tudor / H3K4me3 peptide binding; Potency, µM (series often up to 114 µM), for inactives: top-dose activity change, negative = inhibition, actives largely listed as inhibitors; 390,000 compounds, 4.4% hits; AID 504339; further: potency means the concentration at half of the fitted maximal effect; on the % scale 0 is the no-effect control and ±100 the full control effect; nearly all actives have a fitted effect of over 50% in size
Starred values were filed as active, the others as inactive; ? = inconclusive; · = no result given; & = joins results of further samples; [ ] = dose if it differs, or a comment. Unless noted, the call rests on the fitted dose curve; in most records, active means well fitted curve in the direction sought with a large enough effect; inconclusive means small, poorly fitted or top-dose-only effect, or another doubt; inactive means no such curve, though single readings can be large; an effect the other way counts as inactive or inconclusive. Some of the compounds tested, so the mix of outcomes need not match the whole.

1	CSc1cccc(NC(=O)C2C3C=CC4(O3)C2C(=O)N(CCCN2CCOCC2)C4C(=O)NC2CCCCC2)c1 (configuration not stated)
2	Cc1cccc(N2C(S)=C(C#N)C(=O)NC23CCCCC3)c1
3	O=C(NN=Cc1ccccc1O)NN=Cc1ccccc1O
4	CC(=O)OC[C@H]1O[C@@H](Oc2cc(O)cc3oc(-c4ccc(O)cc4)cc(=O)c23)[C@H](O[C@@H]2O[C@@H](C)[C@H](O)[C@@H](O)[C@H]2O)[C@@H](O)[C@@H]1O
5	Cc1ccc(C(=O)c2c(NC(=O)c3ccccc3C)sc(C)c2C)cc1
6	Nc1nc(=S)c2ncn(C3CCCC3)c2[nH]1
7	CCOC(=O)c1ccccc1NC(=O)CN1C(=O)CC(c2ccccc2)Sc2ccccc21 (configuration not stated)
8	COc1cc(C2Nc3ccccc3C(=O)N2NS(C)(=O)=O)ccc1O (configuration not stated)
Assay by compound,1,2,3,4,5,6,7,8
HP1b binding inh,-9%,35%,16%,49%[activator],?,?,12%,60%[activator]
G9a inh,45µM*,?,·,·,?,19%[0.501 µM],-28%[59 µM],4%
12-LOX inh,8%,?,-8%,19%,?,?,0%,10%
BAZ2B block,-21%,?,·,·,?,?,-10%,-12%
ERG Ets-DNA blk,0%,-2%,-1%,0%,8%,-4%,-2%,-6%
PI4K2A inh,-2,-8,-4,-2,-4,-6,-6,-2
GLS inh,9%,21%,-1%,-2%,4%,?,-5%,-1%
RGS4 inh,-13%,?,-13%,-3%,11%,?,-3%,4%[11.4 µM]
JMJD2A Tudor,-17%,-18%,?,0%,?,50µM*,-20%,-3%[11.4 µM]

9	Cc1ccccc1NC(=O)C1CC(=O)N(c2ccc3c4c(cccc24)CC3)C1 (configuration not stated)
10	COc1ccccc1NC(=O)NC1CCCc2ccccc21 (configuration not stated)
11	Cc1ccc(C(=O)O/N=C2/CC3CCC2(C)[C@@]3(C)CBr)cc1 (some centres not stated)
12	CC[n+]1c(/C=C2\C=C(C)CC(C)C2)sc2ccccc21 (configuration not stated)
13	COc1ccc(-n2ncc(C(=O)Nc3ccc4c(c3)OCO4)c2C2CCN(C(=O)OC(C)(C)C)CC2)cc1
14	CCOC(=O)C1CCN(C(=O)Cn2c(=O)oc3cc(S(=O)(=O)N4CCCC4)ccc32)CC1
15	Cc1ccc(NC(=O)CSc2nc(C)c(Cc3ccccc3)c(=O)[nH]2)cc1
16	Cc1ccc(S(=O)(=O)NCCc2nnc3ccc(SCc4ccccc4F)nn23)cc1
Assay by compound,9,10,11,12,13,14,15,16
HP1b binding inh,20%,24%,34%[activator],3%,11%,31%,2%&9%,17%
G9a inh,-2%,80%[activator],123%[activator],?,-27%[59 µM],-15%,?,-29%[59 µM]
12-LOX inh,3%,4%,0%,·,-16%,10%,-24%&-21%,-17%&-18%
BAZ2B block,-2%,-15%,14%,?,-33%[57.1 µM],0%,-5%&-1%,?
ERG Ets-DNA blk,·,5%,-5%,8%,-4%,-1%,-3%&-9%,-2%
PI4K2A inh,3,-6,-2,-29,-9,7,9&-12,-5
GLS inh,24%,-1%,-10%,-1%,2%,-4%,14%&4%,0%
RGS4 inh,7%,-8%,16%,?,-10%,-16%,30%&0%,-16%
JMJD2A Tudor,-16%,-17%,22%,50µM*,?,0%,-19%&-6%,-22%

Records above printed as active in G9a inh.
1	CSc1cccc(NC(=O)C2C3C=CC4(O3)C2C(=O)N(CCCN2CCOCC2)C4C(=O)NC2CCCCC2)c1 (configuration not stated)
Assay by compound,1
HP1b binding inh,-9%
G9a inh,45µM*
12-LOX inh,8%
BAZ2B block,-21%
ERG Ets-DNA blk,0%
PI4K2A inh,-2
GLS inh,9%
RGS4 inh,-13%
JMJD2A Tudor,-17%

Next section:
17	CC1CCCCN1C(=O)COc1ccc(F)cc1 (configuration not stated)
18	CC1CN(C(=S)Nc2ccc(SC(F)F)cc2)CC(C)O1 (configuration not stated)
19	O=C(NCc1ccccc1Cl)C1CCN(C(=O)c2sccc2-n2cccc2)CC1
20	CCn1c(=O)n(CC)c2cc(N3CCCC3)c(NC(=O)c3ccccc3OC)cc21
21	CCc1ccc(NCc2cc3cc4c(cc3n(CC(=O)Nc3cccc(OC)c3)c2=O)OCO4)cc1
22	CCOC(=O)C1CCCN(C/C(O)=C(\C#N)c2nc(-c3ccccc3)cs2)C1 (configuration not stated)
23	CCCC[C@@H]1CNC(=S)N1CCCC
24	O=C(COC(=O)c1ccccc1[N+](=O)[O-])c1ccc(C2CCCCC2)cc1
Assay by compound,17,18,19,20,21,22,23,24
HP1b binding inh,43%[activator],14%[57 µM],11%,?,0%,-4%,23%,27%
G9a inh,·,-10%,-9%[59 µM],35µM*,?,?,-3%[59 µM],·
12-LOX inh,-1%,-12%,8%,4%,129%[activator],3%,-24%,23%
BAZ2B block,?,-12%,-14%,45µM*,-27%,-6%,-8%,?
ERG Ets-DNA blk,12%,0%,1%,-3%,2%,·,1%,-6%
PI4K2A inh,-1,-1,1,-7,-5,-3,0,-7
GLS inh,-2%,0%,-1%,16%,10µM*,70%[activator],1%,-7%
RGS4 inh,-6%[11.4 µM],-5%,16%,16%[11.4 µM],-22%,-4%,-6%,8%
JMJD2A Tudor,1%,8%,-25%,?,?,-34%,-20%,?

25	O=S(=O)(NCc1nc2cccnc2n1Cc1ccc(F)cc1)c1ccc2c(c1)CCCC2
26	CC(=O)Nc1ccc(S(=O)(=O)N2CCN(CCC#N)CC2)cc1
27	CCc1cc2c(cc3c(=O)n(CC(=O)NCCc4ccccc4)ncn32)s1
28	Cc1cccc(OCC(=O)N(Cc2ccco2)c2c(N)n(Cc3ccccc3)c(=O)[nH]c2=O)c1
29	COC(=O)C1(C)NC(c2ccc(F)cc2)C2C(=O)N(c3ccc(C)cc3)C(=O)C21 (configuration not stated)
30	CCC(=O)Nc1ccc(Cl)c(NC(=O)c2cccnc2)c1
31	CCn1c(CCNC(=O)c2ccccc2Cl)n[nH]c1=S
32	Cc1sc2ncnc(-n3nnc4ccccc43)c2c1C
Assay by compound,25,26,27,28,29,30,31,32
HP1b binding inh,21%[57 µM],35%,3%,29%,42%[activator],9%,33%,101%[activator]
G9a inh,11%[59 µM],-8%[59 µM],-5%[59 µM],-24%[59 µM],4%,-14%[12.7 µM],·,-1%
12-LOX inh,-13%,443%[activator],-7%,52%,0%,-29%,-29%,-4%
BAZ2B block,7%,-12%,1%,11%,6%,-2%,4%,-19%
ERG Ets-DNA blk,-4%,6%,-2%,-3%,-6%,·,-1%,-14%
PI4K2A inh,-1,-1,-1,2,2,-1,3,4
GLS inh,3%,-2%,-4%,17%,-8%,5%,8%,-15%
RGS4 inh,-11%,-3%,30%,-16%,-14%,18%,-35%,-30%
JMJD2A Tudor,4%,-11%,-21%,-20%,7%,3%,40µM*,-15%

33	Cc1cccc(-c2noc(CCC(=O)Nc3ccccc3)n2)c1
34	CCOC(=O)c1cc(C)sc1NC(=O)CN1CCN(C(=O)c2ccco2)CC1
35	CN(C(=O)c1cc(-n2cnnc2)ccc1Cl)c1ccccc1
36	COC(=O)c1ccc(NC(=S)NCC2CC2)cc1
37	CS(=O)(=O)c1ccc(C2=C(c3ccccc3)C(=O)OC2)cc1
38	COc1ccc(C2(CNS(=O)(=O)c3ccccc3)CCOCC2)cc1
39	O=C(COC(=O)[C@H](Cc1c[nH]c2ccccc12)NC(=O)c1cccs1)NCc1ccccc1
Assay by compound,33,34,35,36,37,38,39
HP1b binding inh,43%[activator],0%,27%,38%,62%[activator],20%,0%
G9a inh,0%[12.7 µM],57%[activator],17%[59 µM],0%[12.7 µM],8%[2.33 µM],11%,?
12-LOX inh,-19%,?,4%,-10%,-1%&161%,5%,?
BAZ2B block,11%,-16%,7%,-3%,·,-4%,?
ERG Ets-DNA blk,·,-5%,1%,-3%,-19%,-6%,4%
PI4K2A inh,-1,-2,-2,-3,-3,1,-3
GLS inh,0%,-4%,5%,2%,-4%&11%,-3%,10%
RGS4 inh,8%,8%,-1%,-14%,21%,10%,7%
JMJD2A Tudor,13%,-20%,-14%,-8%,-11%,-29%,?

Given with the structure last: 2 of the compounds above
No.	HP1b binding inh	G9a inh	12-LOX inh	BAZ2B block	ERG Ets-DNA blk	PI4K2A inh	GLS inh	RGS4 inh	JMJD2A Tudor	Structure
36	38%	0%[12.7 µM]	-10%	-3%	-3%	-3	2%	-14%	-8%	COC(=O)c1ccc(NC(=S)NCC2CC2)cc1
37	62%[activator]	8%[2.33 µM]	-1%&161%	·	-19%	-3	-4%&11%	21%	-11%	CS(=O)(=O)c1ccc(C2=C(c3ccccc3)C(=O)OC2)cc1
